All columns: NCI-60 one-dose screen, growth in % after 48 h at 10 µM unless noted; 100 = growth as untreated, 0 = no growth, -100 = all killed.
OVCAR-4: OVCAR-4 ovarian cancer cells; AID 1794784; actives 3.7% (n = 80,000)
OVCAR-3: OVCAR-3 ovarian cancer; actives 7% (n = 79,000); AID 1794787
NCI-H23: NCI-H23 lung cancer; actives 4% (n = 80,000); AID 1794731
OVCAR-5: OVCAR-5 ovarian cancer; actives 2.9% (n = 82,000); AID 1794783
SK-OV-3: SK-OV-3 ovarian cancer cells. actives 3.2% (n = 80,000)
NCI-H522: NCI-H522 lung cancer | actives 8% (n = 78,000)
NCI/ADR-RES: NCI/ADR-RES ovarian cells; actives 4.4% (n = 81,000)
OVCAR-8: OVCAR-8 ovarian cancer | actives 4.4% (n = 81,000) | AID 1794782
IGROV1: IGROV1 ovarian cancer; actives 4.7% (n = 79,000)
* hit, by the source's call; x = no result given; & = joins results of further samples. How the source made its calls: active means growth percent below 10; inactive means the rest.

compound	OVCAR-4	OVCAR-3	NCI-H23	OVCAR-5	SK-OV-3	NCI-H522	NCI/ADR-RES	OVCAR-8	IGROV1
CC1CCN(C2=NC(=O)/C(=C\c3ccc(C(C)(C)C)cc3)S2)CC1	75	98	102	96	100	72	96	87	76
O=C1Nc2ccccc2/C1=C/c1cccn1CCCCCCn1c2ccccc2c(=O)c2ccccc21	54	65	74	82	87	66	72	48	88
CC(=O)Nc1ccc(S(=O)(=O)N2C(=O)CCC2C(=O)Nc2ccccc2)cc1 (centres undefined)	40	28	39	58	58	27	42	40	29
CC(C)CCOC(=O)c1ccccc1	107	107	106	105	104	104	107	99	102
CCCCOc1nc2c(C)cccc2cc1C(c1cn(CCCC)c2ccccc12)c1cn(CCCC)c2ccccc12	114	108	107	116	107	104	105	100	107
Cc1nn(-c2ccccc2)c2c1C1C(=C(c3ccc(F)cc3)N2)C(=O)N(Cc2ccccc2)c2ccccc21 (centres undefined)	92	98	97	111	93	89	89	85	121
O=C1[C@H]2Cc3c([nH]c4ccccc34)[C@H](c3ccc(Cl)cc3)N2C(=O)CN1C1CCN(Cc2ccccc2)CC1	73	75	84	93	87	87	68	88	50
c1ccc(-c2ccc(N=Nc3ccc(-c4ccccc4)cc3)cc2)cc1	108	107	103	105	108	91	106	105	100
Nc1cccc2c1CCC2	97	98	99	93	98	88	101	101	96
c1ccc(C2OCCN2c2ccccc2)cc1 (centres undefined)	97	115&108	103&107	109&106	103&101	112&79	95&107	95&111	104&116
O=C(O)c1ccccc1Nc1cc(Cl)ccc1Cl	103	98	97	x	106	94	93	108	96
COc1cccc(-c2cn3nc(-c4c[nH]c5ccc(Br)cc45)sc3n2)c1	68	90	75	77	88	73	79	91	70
CCOC(=O)C1=C(C)N2C(=NC3=C(CCCC/C3=C\c3ccccc3)C2c2ccccc2)S1 (centres undefined)	93	107	96	95	88	x	101	103	108
N#Cc1c(-c2ccc(Br)cc2)n2c(nc1=O)NNCC2=O	118	141	110	86	117	105	106	116	106
CCOC(=O)c1ccc(Nc2ccnc(SCC(=O)c3ccc(-c4ccccc4)cc3)n2)cc1	108	120	98	103	104	87	111	103	98
CC(C)NCC(O)c1cc(O)cc(O)c1 (centres undefined)	108	116	104	98	99	97	101	99	104
Fc1ccc(/C=C/c2cc(/C=C/c3ccc(F)cc3)n(-c3cccc(C(F)(F)F)c3)n2)cc1	109	104	100	105	110	83	101	109	98
Cc1nc(C(=O)O)cc([N+](=O)[O-])c1C	104	110	100	122	115	93	x	103	106
Oc1c(Cl)cc(Cl)c2ccc(Cn3cc(-c4cc(C(F)(F)F)cc(C(F)(F)F)c4)nn3)nc12	49	-4.3*	77	96	115	-39*	98	54	82
CCOP(=O)(OCC)c1nc(-c2ccccc2)oc1N(C)CCCOS(C)(=O)=O	115	127	104	112	111	100	102	102	109
O=C(Nc1nonc1-c1ccccc1)c1ccc([N+](=O)[O-])cc1	77	x	74	102	120	84	96	85	100
Cc1ccc(F)c(Br)c1	119	113	103	95	104	96	110	113	104
Cc1ccc(C2=CSC3=NCCN23)cc1Cl	91	104	92	85	100	86	101	88	100
COc1ccc(-n2nc(C(=O)NN)cc2-c2ccc(Cl)cc2)cc1	84	88	85	96	100	82	95	90	83
Cc1cc(C)c(SSc2c(C)cc(C)cc2C)c(C)c1	93	116	100	131	115	89	100	112	100
CSc1nc(Nc2cccc(NC(=O)/C=C/C(=O)O)c2)c(C#N)c(-c2cccc([N+](=O)[O-])c2)n1	105	113	97	103	104	96	113	105	93
CC(C)(C)OC(=O)NC(C)(C)C(=O)NCCC(=O)O	101	105	103	110	98	82	114	109	111
Cc1c(C(=O)O)nnn1-c1sc2c(c1C(=O)O)CCCC2	102	96	93	104	96	95	98	103	97
COc1cc(-c2nc(-c3ccccc3)c(-c3ccccc3)[nH]2)cc(OC)c1O	-36*	-81*	-32*	75	-0.9*	-23*	x	-1.0*	22
S=c1[nH]nc2ccccn12	x	124	104	108	114	82	100	125	115
C#Cc1nc(C2=C(C)C(=N\O)/C(=N/O)C2)cs1	99	118	x	109	105	92	39	92	-14*
CCCN1C(=C(C#N)C#N)Sc2c1nc(C)[nH]c2=O	102	111	118	108	89	87	112	107	x
CC(CN(C)C)OC(=O)Nc1ccccc1 (centres undefined)	103	108	102	103	102	113	105	107	109
COc1cc(C2CC(=O)Nc3[nH]ncc32)cc(OC)c1O (centres undefined)	109	114	98	89	80	76	106	100	113
COc1ccc(CN2C(=O)CSC2c2cc(OC)c(OC)c(OC)c2)cc1OC (centres undefined)	109	122	100	102	108	101	102	109	113
Cc1ccc2cc(CCCC(=O)O)ccc2c1	105	127	101	93	101	104	90	120	101
COc1ccc(C2=NN3C(C2)c2ccccc2OC32C(=O)Nc3ccccc32)cc1 (centres undefined)	97	113	97	113	102	95	100	103	96
COc1ccc(-c2csc(NC(=O)c3ccc(Cc4n[nH]c(=O)c5cccnc45)cc3)n2)cc1	95	103	80	95	95	81	94	94	75
O=S(=O)(NCCNc1cc(-c2c(-c3cccc(O)c3)nc3sccn23)ccn1)c1cccc2ccccc12	91	105	93	93	99	99	103	73	86
Cc1cc2cn3c4ccccc4oc(=O)c3c2cc1C	101	110	99	100	106	93	99	105	98
CC(C)N=C(N)/N=C(\N)Nc1ccc(Cl)cc1	86	115	87	89	109	97	93	91	96
N#Cc1c(N)nc(-c2cc(F)cc(C(F)(F)F)c2)nc1-c1ccccc1F	5.1*	38	52	61	47	68	49	36	39
FC(F)(F)c1cccc(N=Nc2cccc(C(F)(F)F)c2)c1	77	84	84	87	99	117	96	106	85
COc1ccc(Cn2c(SC)nc(=O)n(Cc3ccc(F)cc3)c2=O)cc1	93	100	98	92	104	91	87	90	114
O=C(Cc1nc2ccc(Cl)cc2[nH]c1=O)c1ccccc1	67	66	56	86	95	57	49	75	72
COc1cc(CC(=O)NO)cc(OC)c1OC	105	111	103	109	106	114	105	105	112
COc1cc(CNC(=O)[C@]23CCC(C)(C)CC2C2=CCC4[C@@]5(C)CCC(OC(C)=O)C(C)(C)C5CC[C@@]4(C)[C@]2(C)CC3)ccc1OCc1cn(-c2cccc([N+](=O)[O-])c2)nn1 (some centres undefined)	89	95	90	110	90	79	110	98	89
Cc1ccc(S(=O)O)cc1	127	104	99	97	124	x	103	x	x
Nc1cccc2cn[nH]c12	95	103	98	98	99	89	99	100	85
O=C1CSC(c2ccc3c(c2)OCO3)N1Cc1ccccc1 (centres undefined)	97	116	101	99	109	93	99	103	106

(listing goes on)
compound	OVCAR-4	OVCAR-3	NCI-H23	OVCAR-5	SK-OV-3	NCI-H522	NCI/ADR-RES	OVCAR-8	IGROV1
CCOc1cc(C(=O)NCCN(CC)CC)nc2cc(Cl)ccc12	109	93	93	110	106	107	90	104	97
COc1ccc(CO)cc1OC	101	110	100	102	111	89	109	103	104
CCOC(=O)c1ccc(N/C=C/C(=O)c2ccc(Cl)cc2)cc1	103	x	103	103	114	91	101	102	110
O=C1CNc2cc(Cl)ccc2N1	115	108	97	102	106	x	108	100	103
CC(C)(N)CNc1ccccc1	116	112	97	93	99	100	100	129	101
N/C(=N\c1nc(-c2cccc([N+](=O)[O-])c2)cs1)NC(=O)Nc1cccc2ccccc12	101	90	78	91	83	87	96	93	57
Brc1ccc(Nc2nnc(-c3c[nH]c4ccccc34)o2)cc1	99	106	98	104	93	88	97	97	82
CCN(CC)CCCC(Nc1c2ccc(Cl)cc2nc2ccc(OC)cc12)c1ccc(F)cc1 (centres undefined)	13	108	87	62	x	-24*	29	15	41
O=C(Cc1ccccn1)Nc1nnc(OC2CCN(c3nnc(NC(=O)Cc4ccccn4)s3)CC2)s1	91	99	91	87	77	71	91	96	101
CC(C)=C1OC(=O)C1(C)C	93	119	110	98	115	89	96	107	103
O=S(=O)(Nc1cccc(Cl)c1)c1ccc(-c2cnc(C3CC3)o2)cc1	42	-10.0*	29	37	34	-1.9*	19	33	26
CCCCCC(=O)OC1CCC(C(C)C)CC1 (centres undefined)	108	103	102	107	121	107	106	106	x
O=C(/C(=C(/c1cccc([N+](=O)[O-])c1)N1CCOCC1)N1CCOCC1)c1ccccc1	106	123	103	116	111	99	99	109	104
COC1=Nc2ccccc2N2CCN=C12	103	100	91	105	98	91	93	98	118
COc1ccc(-c2[nH]ncc2-c2cc3c(c(OC)c2)OCC(=O)N3)cc1	54	-4.6*	30	37	20	-47*	30	23	38
COc1ccc(Nc2ncnc3c2sc2ncccc23)cc1	96	103	113	98	114	104	117	96	97
N=c1ccc2nc3c(cc(N)c4ccccc43)oc-2c1	-100*	-90*	-80*	-100*	-96*	-70*	-58*	-54*	-29*
O=C(O)c1ccc(-c2nn(-c3ccc(C(=O)O)cc3)cc2C(=O)O)cc1	106	97	93	106	108	86	97	100	94
Cc1cc2n(n1)-c1ccccc1-c1ccccc1C(=O)N2C	110	105	114	91	114	86	88	109	90
c1ccc(OCCOCCOc2ccccc2)cc1	99	119	101	107	114	79	109	100	111
N#CC1c2ccccc2C=CN1C(=O)c1ccccc1 (centres undefined)	90&97	96&94	112&104	88&110	128&120	92&103	107&108	85&93	74&101
COc1nc2c(c(=O)n1C)CN(Cc1ccccc1)C(=O)CN2	99	104	97	94	103	87	93	101	105
NNC(=O)Cc1ccccc1	97	96	93	77	78	78	72	88	97
COc1cc2oc(=O)ccc2cc1C(=O)CC(C)C	98	111	98	106	98	100	104	108	102
COc1cc(NC(=O)C2=C(N3CCOCC3)/C(=C/c3ccc(Cl)cc3)CC2)cc(OC)c1OC	83	86	95	103	114	29	73	73	x

Seven of the compounds above, with values under each structure.
The line under a structure holds: OVCAR-4 | OVCAR-3 | NCI-H23 | OVCAR-5 | SK-OV-3 | NCI-H522 | NCI/ADR-RES | OVCAR-8 | IGROV1
- Cc1cc(C)c(SSc2c(C)cc(C)cc2C)c(C)c1
→ 93 | 116 | 100 | 131 | 115 | 89 | 100 | 112 | 100
- CSc1nc(Nc2cccc(NC(=O)/C=C/C(=O)O)c2)c(C#N)c(-c2cccc([N+](=O)[O-])c2)n1
→ 105 | 113 | 97 | 103 | 104 | 96 | 113 | 105 | 93
- CC(C)(C)OC(=O)NC(C)(C)C(=O)NCCC(=O)O
→ 101 | 105 | 103 | 110 | 98 | 82 | 114 | 109 | 111
- Cc1c(C(=O)O)nnn1-c1sc2c(c1C(=O)O)CCCC2
→ 102 | 96 | 93 | 104 | 96 | 95 | 98 | 103 | 97
- COc1cc(-c2nc(-c3ccccc3)c(-c3ccccc3)[nH]2)cc(OC)c1O
→ -36* | -81* | -32* | 75 | -0.9* | -23* | x | -1.0* | 22
- S=c1[nH]nc2ccccn12
→ x | 124 | 104 | 108 | 114 | 82 | 100 | 125 | 115
- C#Cc1nc(C2=C(C)C(=N\O)/C(=N/O)C2)cs1
→ 99 | 118 | x | 109 | 105 | 92 | 39 | 92 | -14*

The list goes on:
compound	OVCAR-4	OVCAR-3	NCI-H23	OVCAR-5	SK-OV-3	NCI-H522	NCI/ADR-RES	OVCAR-8	IGROV1
CC1CCCc2c1nc1nc(=S)n(-c3ccccc3)c(N)c1c2-c1ccc(Cl)cc1 (centres undefined)	86	85	90	105	92	69	89	98	67
O=C1/C(=C/c2ccc(O)cc2)Oc2cc(O)ccc21	101	115	106	109	x	92	106	102	109
COc1ccc(-c2cc(Cc3cccs3)c(=O)n(CN3CCOCC3)n2)cc1	101	112	97	104	100	93	97	102	102
ClC(c1ccccc1)(c1ccccc1)c1cccc2ccccc12	100	109	91	101	109	90	94	105	114
CCOC(=O)C1(C#N)C(=O)CSC1=Nc1ccccc1Cl (centres undefined)	x	118	97	105	x	74	108	105	94
O=C1C=C(O)c2ccccc2C1=O.[Ag]	95	117	92	115	137	-34*	109	95	105
C=C1C(=O)O[C@H]2[C@H]1CC/C(COC(=O)C(C)c1ccc(CC(C)C)cc1)=C\CC[C@@]1(C)O[C@@H]21 (some centres undefined)	8.7*	1.8*	26	74	102	-64*	15	x	-69*
Clc1ccc2nc3ccccc3cc2c1	x	112	95	101	94	75	109	105	113
CCC(C)(CC)c1ccc(O)c(C)c1	109	116	99	109	93	x	102	109	106
CC(=O)C(Cc1ccc(CC(C(C)=O)C(C)=O)cc1)C(C)=O	105	119	99	114	111	104	103	111	115
Cc1ccc(N2C(=O)C3C(C2=O)C2(c4ccccc4)C(=O)C3(c3ccccc3)C(c3ccccc3)=C2c2ccccc2)cc1 (centres undefined)	67	57	68	102	76	71	x	58	60
O=C(Nc1ccc(C2=NCCN2)cc1)Nc1ccc(C2=NCCN2)cc1	102	x	66	99	101	84	92	88	99
CC1C(=O)C(C)C(c2ccc(Cl)cc2)NC1c1ccncc1 (centres undefined)	81	112	97	105	112	75	102	89	84
NC(=S)N/N=C(/C=C/c1cn(-c2ccccc2)nc1-c1ccc(Cl)cc1)c1cc2ccccc2oc1=O	39	15	47	67	85	47	25	31	36
O=C1C=C(OCC=C(C(F)(F)F)C(F)(F)F)c2ccccc2C1=O	-7.2*	-20*	19	96	60	x	29	-23*	-12*
O=C1NCCc2c1c1ccccc1[nH]c2=O	95	98	100	100	96	100	101	102	96

Profiles, looked up by structure.
O=C1C=C(OCC=C(C(F)(F)F)C(F)(F)F)c2ccccc2C1=O as listed: OVCAR-4 = -7.2*; OVCAR-3 = -20*; NCI-H23 = 19; OVCAR-5 = 96; SK-OV-3 = 60; NCI-H522 = x; NCI/ADR-RES = 29; OVCAR-8 = -23*; IGROV1 = -12*
O=C1/C(=C/c2ccc(O)cc2)Oc2cc(O)ccc21 as listed: OVCAR-4 = 101; OVCAR-3 = 115; NCI-H23 = 106; OVCAR-5 = 109; SK-OV-3 = x; NCI-H522 = 92; NCI/ADR-RES = 106; OVCAR-8 = 102; IGROV1 = 109

Screening data from PubChem.
